Bioassay records (PubChem BioAssay)
mABHD4 FP – ABHD4 (mouse) inhibition, primary FP screen; inhibition, % at 8.92 µM; Q8VD66; 370,000 tested, 0.54% active; purified mABHD4, FP-Rh probe fluorescence polarization;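 active = inhibition exceeding the mean over every tested compound plus 3 SD, cut at about 30% in these data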;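 also: 0% = plate median of compound wells and 100% = S159A mutant with DMSO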
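Assay system: mABHD4 protein; medium: HEPES pH 7.0, NaCl, Pluronic buffer; dosing: 8.92 µM, single dose; schedule: 45 min + 60 min at 25 °C; signal: FP readout, ex 525 nm / em 598 nm; read-out: normalized percent inhibition of probe labeling; repeats: single replicate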
TDP2 inh – TDP2 (human) inhibition, absorbance primary screen; 370,000 tested, 0.34% active; inhibition, % at 12.8 µM; recombinant TDP2, T5PNP hydrolysis, p-nitrophenol absorbance 415 nm; AID 720702; O95551;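 active = inhibition above the mean of all tested compounds plus 3 SD, set per campaign, cut at about 25% in these data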;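 also: 0% = DMSO with enzyme and 100% = buffer with substrate but no TDP2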
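Read-out basis: percent inhibition. System: recombinant human TDP2. Buffer or medium: Mg2+-containing Tris-HCl buffer, pH 7.5. Repeats: single replicate. Timing: reaction 2 h, 37 °C. Benchmarks: high control without enzyme, low control DMSO plus TDP2. Probe or stimulus: 5 mM T5PNP. Doses: 12.8 µM only. Measured by: epi absorbance of p-nitrophenol freed from T5PNP by hydrolysis.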
PG9 Ab binder – small molecules binding HIV-1 gp120 antibody PG9 | TR-FRET gp120-PG9 antibody binding | inhibition, % at 6.7 µM | 360,000 tested, 0.43% active; in the data active = inhibition above about 8.5%
UHRF1 binding – blocks human UHRF1 binding to methylated DNA | inhibition, % at 4.4 µM | UHRF1 binding to methylated oligo, TR-FRET | Q96T88 | 370,000 tested, 0.75% active; in the data active = inhibition above about 21%;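 also: UHRF1 SRA domain binding a hemimethylated CpG hairpin DNA probe; 0% = median of test compound wells and 100% = reference inhibitor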
DDE Tn7 FP inh – inhibitors of Tn7 peptide binding to human fibrin DD(E); AID 720508; inhibition, % at 8.3 µM; 370,000 tested, 0.13% active; FP displacement of FITC-Tn7 peptide from fibrin DD(E); 0% = median of compound wells per plate; P02675;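 active = inhibition above the mean of compounds falling within the control limits plus 3 SD of them, cut at about 14% in these data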;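 also: 0% = plate median of compound wells and 100% = 10 µM Aha-Tn7 peptide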
Target sequence (P02675 whole entry, looked up): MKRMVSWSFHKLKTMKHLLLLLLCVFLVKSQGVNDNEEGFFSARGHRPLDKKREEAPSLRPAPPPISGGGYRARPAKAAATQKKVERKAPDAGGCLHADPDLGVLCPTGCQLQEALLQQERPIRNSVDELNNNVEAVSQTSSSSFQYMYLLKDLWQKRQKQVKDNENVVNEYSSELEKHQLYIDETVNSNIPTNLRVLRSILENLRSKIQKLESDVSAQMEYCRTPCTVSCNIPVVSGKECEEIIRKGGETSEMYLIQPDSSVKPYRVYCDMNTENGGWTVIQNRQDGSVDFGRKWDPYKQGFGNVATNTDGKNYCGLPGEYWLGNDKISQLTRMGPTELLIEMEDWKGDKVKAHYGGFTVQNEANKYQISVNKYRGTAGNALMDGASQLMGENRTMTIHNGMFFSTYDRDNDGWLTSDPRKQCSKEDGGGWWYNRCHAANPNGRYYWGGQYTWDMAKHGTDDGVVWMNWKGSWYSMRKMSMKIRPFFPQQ
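assay system = human clot-derived fibrin DD(E) complex | quantity = Fibrin-DD(E) at 2 µM final | timing = 10 min preincubation, 3 h with tracer, room temperature | signal = fluorescence polarization | measure = percent inhibition | benchmarks = high control wells with 10 µM unlabelled Aha-Tn7 peptide (full inhibition) | replicates = singlicate testing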
SIAE primary – inhibitors of human sialic acid acetylesterase SIAE | inhibition, % at 9.66 µM | 370,000 tested, 0.69% active | AID 1053197 | Q9HAT2 | SIAE FP-Rh probe binding, fluorescence polarization;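 active = inhibition above a cutoff: mean of compounds within the control limits plus 3 SD of those, cut at about 17% in these data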;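 also: 0% = plate median of compound wells and 100% = probe without SIAE protein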
Target sequence (Q9HAT2 whole entry, looked up): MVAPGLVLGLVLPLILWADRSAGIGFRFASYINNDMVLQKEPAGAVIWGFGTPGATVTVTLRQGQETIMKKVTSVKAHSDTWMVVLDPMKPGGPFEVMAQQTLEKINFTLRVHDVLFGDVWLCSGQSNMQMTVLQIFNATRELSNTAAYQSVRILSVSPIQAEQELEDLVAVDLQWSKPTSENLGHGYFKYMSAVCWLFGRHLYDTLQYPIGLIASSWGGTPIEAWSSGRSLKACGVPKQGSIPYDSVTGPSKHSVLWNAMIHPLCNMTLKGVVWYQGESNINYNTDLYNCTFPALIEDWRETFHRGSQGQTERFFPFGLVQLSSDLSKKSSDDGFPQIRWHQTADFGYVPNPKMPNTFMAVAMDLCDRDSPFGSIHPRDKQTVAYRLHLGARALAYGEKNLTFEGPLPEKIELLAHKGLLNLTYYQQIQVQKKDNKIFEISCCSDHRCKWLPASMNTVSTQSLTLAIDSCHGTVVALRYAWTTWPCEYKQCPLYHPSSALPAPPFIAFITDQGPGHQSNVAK
TCR-CD3 inh – blocks the human TCR-CD3 interaction; 360,000 tested, 0.37% active; TAMRA-labeled TCR probe fluorescence, biochemical; AID 651800; inhibition, % at 9.4 µM; in the data active = inhibition above about 19%;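 also: recombinant mutant TCR 2C K166C tagged with TAMRA read by polarization; 0% = receptor in buffer alone and 100% = receptor with positive control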
LEDGF integ inh – blocks HIV-1 LEDGF/p75-dependent DNA integration. 370,000 tested, 0.64% active. AID 743269. TR-FRET IN-LEDGF/p75 DNA integration, Eu/Cy5. inhibition, % at 3.7 µM;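 active = inhibition above the screen-wide mean plus 3 SD, cut at about 13% in these data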;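 also: signal is the Cy5 over europium emission ratio at 671 and 618 nm; 0% = plate median of compound wells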
HTRA1 inh – blocks human HTRA1 serine peptidase. 340,000 tested, 0.5% active. recombinant HTRA1, FP-rhodamine activity-based probe, fluorescence polarization. inhibition, % at 5.96 µM. AID 504803. Q92743; in the data active = inhibition above about 36%;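 also: 0% = enzyme with DMSO and 100% = wells lacking enzyme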
PRMT1 inh – inhibitors of human PRMT1; Q99873; recombinant PRMT1, activity-based probe fluorescence polarization; inhibition, % at 2.79 µM; 370,000 tested, 1.3% active; AID 652257;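 active = inhibition above about 21% made by adding two undisclosed values, limit read from the data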
Active calls of the source: *; x = no result given.

SMILES	mABHD4 FP	TDP2 inh	PG9 Ab binder	UHRF1 binding	DDE Tn7 FP inh	SIAE primary	TCR-CD3 inh	LEDGF integ inh	HTRA1 inh	PRMT1 inh
CCOC(=O)c1ccccc1NC(=O)COC(=O)CSC(C)C(=O)Nc1cc(C)on1 (centres undefined)	-2.0	6.3	-1.1	-1.3	-5.7	1.1	11.0	1.9	2.5	-1.3
O=C(Nc1nccs1)c1ncc(Cl)c(Cl)c1Cl	5.7	-3.2	1.1	-0.3	3.1	-1.8	-2.7	-2.3	-1.9	7.3
CC(C)NC(=O)N(C)C[C@@H]1OCc2cnnn2CCCC(=O)N([C@@H](C)CO)C[C@H]1C	11.4	1.3	0.0	0.1	4.7	-1.0	-1.2	-5.0	3.4	3.8
CN1CCN(NC(=O)c2ccc(Cl)s2)CC1	3.3	-15.7	-2.6	5.1	3.4	3.4	-1.4	-3.7	-2.0	7.4
O=C(COc1ccc(-c2nnc(N3CCCCC3)c3ccccc23)cc1)N1CCCCC1	-24.5	-6.2	-1.8	0.9	-1.1	8.8	5.9	0.2	-8.2	-0.7
COc1ccccc1CNCC(=O)Nc1ccccc1-n1cccc1	7.4	10.9	-1.7	1.1	-3.8	2.7	-3.1	2.6	7.3	-1.7
Cc1cc(C)nc(/N=C(\N)Nc2cc([N+](=O)[O-])ccc2C)n1	6.4	-1.1	0.7	4.4	7.4	12.7	1.5	-3.6	-3.1	-0.3
CNc1cncc(-c2ccc(NS(C)(=O)=O)cc2)n1	-3.2	2.9	-0.3	-3.5	-3.9	7.6	-5.0	2.4	x	4.5
O=C(Nc1csc([N+](=O)[O-])c1)Nc1ccccc1Cl	-8.6	-3.6	0.9	-1.4	8.4	-5.3	-4.9	-0.3	-5.5	-3.9
CCCOc1ccc(CN(CCC#N)C(=S)NC(=O)c2ccccc2)cc1	5.5	-2.0	0.4	-0.2	-6.9	2.5	-1.5	7.8	-5.0	3.1

Entries of single compounds, quoted from the list. Screens in order: mABHD4 FP	TDP2 inh	PG9 Ab binder	UHRF1 binding	DDE Tn7 FP inh	SIAE primary	TCR-CD3 inh	LEDGF integ inh	HTRA1 inh	PRMT1 inh
`CNc1cncc(-c2ccc(NS(C)(=O)=O)cc2)n1` is listed with -3.2	2.9	-0.3	-3.5	-3.9	7.6	-5.0	2.4	x	4.5
`CCCOc1ccc(CN(CCC#N)C(=S)NC(=O)c2ccccc2)cc1` is listed with 5.5	-2.0	0.4	-0.2	-6.9	2.5	-1.5	7.8	-5.0	3.1
`COc1ccccc1CNCC(=O)Nc1ccccc1-n1cccc1` is listed with 7.4	10.9	-1.7	1.1	-3.8	2.7	-3.1	2.6	7.3	-1.7

(cont.)
SMILES	mABHD4 FP	TDP2 inh	PG9 Ab binder	UHRF1 binding	DDE Tn7 FP inh	SIAE primary	TCR-CD3 inh	LEDGF integ inh	HTRA1 inh	PRMT1 inh
O=C(NCCN1CCOCC1)C1CCCN(S(=O)(=O)c2ccc(F)cc2)C1 (centres undefined)	-3.2	-19.8	-0.1	-0.3	1.0	-3.0	-3.5	-5.8	-1.4	9.2
CC(C)C1Oc2ccccc2N(CC(=O)N2CCOCC2)C1=O (centres undefined)	1.8	6.2	-2.0	2.5	10.9	27.2*	0.9	-2.1	12.3	1.1
CCN(c1ccccc1)S(=O)(=O)c1ccc(C(=O)Nc2nnc(COC)o2)cc1	-16.0	-3.9	0.5	-0.2	3.8	-5.8	-15.8	-1.2	4.7	6.2
CCN(CC)CCC(C)OC(c1ccccc1)c1ccccc1 (centres undefined)	4.0	2.3	0.4	16.5	-2.7	-9.1	-4.2	-3.8	-6.9	2.9
O=C(NC1CCCCCC1)c1c(O)c2ccccc2[nH]c1=O	3.7	-7.6	0.6	4.0	3.2	-0.3	13.4	1.5	-5.8	-0.3
CN1CCN(CCCC(=O)c2ccc(F)cc2)CC1	-2.6	-10.6	0.2	1.3	0.3	4.4	4.9	-2.1	-0.3	-0.7
Cc1ccc2nc(C(C)(C)C)c(Cc3ccsc3)n2c1	3.2	-0.4	-0.2	17.9	-1.0	9.3	1.1	6.5	x	7.0
CCCCCn1c(=O)c(C(=O)OCC)c(Cl)c2ccccc21	-8.3	4.7	0.6	1.2	9.4	-7.5	-1.8	-1.6	-15.2	0.4
CC1CCN(S(=O)(=O)c2cccc(S(=O)(=O)N3CCOCC3)c2)CC1	-2.8	-8.3	0.2	2.6	-1.4	-3.9	-4.4	-0.6	7.0	4.9
COc1ccc(CSC2=NCCN2)cc1Br	-8.9	-14.5	-1.5	3.4	-3.7	-1.4	-6.5	10.8	7.1	-1.6
COc1ccccc1NC(=O)CSc1nnc(Cc2cccs2)n1C	5.6	-5.3	-0.7	3.6	-3.8	-2.9	8.2	5.1	-1.8	0.4
CCNC(=S)NNC(=O)c1csc(CC)c1	-1.7	8.5	0.7	-2.5	-1.9	0.0	5.4	-2.1	7.2	1.4
CC(C)c1nnc2n1N=C(c1ccc(Cl)cc1)CS2	-11.4	-19.5	-1.3	2.1	-4.2	-6.5	-9.2	0.6	-6.8	7.7
O=C(COc1ccc(S(=O)(=O)N2CCOCC2)cc1)NC1CCCCC1	4.9	-3.5	0.4	-0.8	4.8	4.0	-6.4	-2.6	5.7	2.8
CCOC(=O)c1c(O)c2ccccc2n(C)c1=O	-1.3	-4.1	-1.0	1.7	-1.1	-3.3	-4.1	-2.7	7.2	5.8
O=C(NC1CCCCNC1=O)c1ccccc1 (centres undefined)	3.1	2.3	-2.3	-0.4	-3.3	-2.8	5.0	5.6	5.0	-1.7
COc1ccc(-c2ccnc(SCC(=O)c3ccc(OC)c(OC)c3)n2)cc1	3.5	-6.0	0.2	3.5	-10.6	-3.4	-1.7	-1.2	-5.0	-1.3
O=C(O)CSCc1cnn(-c2ccccc2)c1-n1cccc1	6.0	2.7	-2.6	-0.5	-4.9	-3.5	3.1	1.9	6.5	2.4
CCc1ccccc1NC(=O)CN(C)C(=O)COC(=O)c1cccnc1Cl	-4.8	-17.9	-0.1	2.2	-4.9	-2.8	-9.5	5.1	1.6	-3.9
CCOc1cc(NC(=O)CCl)c(OCC)cc1NC(C)=O	-8.0	6.2	-2.5	2.1	-0.8	-1.1	1.5	-1.8	3.1	0.0
CC(C)C[C@H](NC(=O)c1[nH]cnc1C(=O)N[C@@H](C)C(=O)OC(C)(C)C)C(=O)OCc1ccccc1	-12.1	-15.0	0.0	-0.3	3.0	-7.5	3.8	-0.5	-13.1	0.6
COc1ccccc1C(=O)NC(=S)Nc1cccc2cc(O)ccc12	-54.9	4.6	-1.3	-0.9	-1.6	-16.3	9.5	0.2	-47.0	0.0
COc1ccc(Cc2noc(CN3CCN(c4ccc(Cl)cn4)CC3)n2)cc1OC	-1.5	-2.7	0.9	-1.7	4.6	2.9	6.2	1.1	3.8	0.0
COc1cccc(C(=O)COC(=O)C(C)N2C(=O)c3ccccc3C2=O)c1 (centres undefined)	2.5	-9.8	-1.4	2.2	0.8	-3.6	-6.1	-2.6	-8.9	1.4
COC(=O)[C@@]12C[C@@H](CC(=O)NCCC(C)C)C(=O)N(Cc3ccco3)C1=CCC(C)(C)C2	11.7	2.6	-0.5	-0.8	-6.0	-1.0	3.5	3.7	x	1.8
CCN(C(=O)CSc1nnc(-c2ccncc2)n1-c1ccccc1)C1CCS(=O)(=O)C1 (centres undefined)	-2.7	8.7	0.4	-1.3	1.0	-10.0	0.6	0.1	1.4	-0.2
Cc1cc(-c2ccccc2)nc(Nc2nc3c(C)cccc3c(=O)[nH]2)n1	-1.2	0.2	0.6	2.0	4.8	-1.6	-7.1	-5.4	-8.8	1.4
COc1cc2c(O)c3c(c(-c4ccc5c(c4)OCO5)c2cc1OC)C(=O)OC3	9.2	-12.0	-1.8	0.5	0.7	5.0	2.9	-3.8	-3.4	0.0
CCOC(=O)C1(C)NC(c2ccco2)C2C(=O)N(C)C(=O)C21 (centres undefined)	-4.5	6.1	-0.7	4.6	3.8	-0.7	3.2	0.0	-1.9	2.6
Cc1cc(-c2nnc(SCC(=O)Nc3ccccc3)n2C)no1	-2.1	-2.0	0.5	6.4	5.0	-7.6	0.8	-1.2	7.3	1.0
O=C(NCCCN1CCOCC1)c1ccccc1-c1ccccc1	4.6	1.1	-1.3	5.3	-1.5	3.5	0.8	-2.4	-5.4	-3.5
CC(C)(C)N1C(=O)c2ccc(C(=O)Nc3nccs3)cc2C1=O	3.8	6.2	1.8	-0.5	3.1	-0.9	-2.8	-0.6	-8.8	0.6
CC(=O)c1ccc(OC(=O)C2c3ccccc3Oc3ccccc32)cc1	-11.5	-7.0	1.5	-0.9	4.1	3.1	-0.8	0.5	-16.1	0.4
C/C=C/c1ccc(OCCOc2cc(C=O)ccc2OC)c(OC)c1	-4.9	6.8	-0.3	0.0	-1.8	-3.4	5.5	3.1	-31.7	-1.9
CCOC(=O)c1ccc(CC(=O)c2ccc(O)c(O)c2O)o1	30.6*	-6.3	-0.5	23.7*	2.1	2.9	21.1*	73.9*	52.8*	43.3*
CCN(CC(=O)Nc1ccc(NC(C)=O)cc1)C(=O)Cc1ccccc1F	2.9	-0.5	0.2	2.3	0.5	6.6	-0.8	2.1	6.0	-2.4
CCOc1ccc(N=C2NC(=O)CS2)cc1	-7.8	-14.2	-1.4	4.9	-2.2	3.3	-9.6	6.0	0.6	-0.1
CN(CC(=O)Nc1cccc(F)c1)C(=O)c1cn(-c2ccccc2)nc1-c1ccccc1	-10.7	1.6	-1.1	24.0*	-1.5	-18.1	-7.1	-2.1	-42.0	3.3
S=C(NCc1ccc2[nH]c3c(c2c1)CCCC3)Nc1ccccc1Cl	5.2	-1.0	-0.3	-1.5	1.8	16.2	5.6	-2.3	9.6	2.5
CCC(=O)N1c2ccc(S(=O)(=O)NCc3ccco3)cc2CC1C (centres undefined)	2.8	-0.8	0.6	3.8	3.0	0.1	-0.1	5.6	2.5	4.0
CC1=NN(c2ccccc2)C(=O)/C1=C\c1sccc1C	2.1	19.0	-3.6	-7.7	-1.6	7.7	5.4	-3.3	5.0	-2.5
CCCCNC(=O)C1(C)CCN1C(=O)c1cccc(OC(F)(F)F)c1 (centres undefined)	-6.5	-1.5	0.9	2.0	0.8	-2.4	-8.7	4.3	x	5.6
O=C(Nc1cccc(Cl)c1)NC1CC2CCC(C1)N2Cc1cccs1 (centres undefined)	1.6	11.7	0.0	-0.1	-2.2	6.0	3.5	2.8	-8.4	-6.4
CCOC(=O)C1(CCOc2ccccc2)CCN(Cc2cccc(-n3cccn3)c2)CC1	-4.3	-8.7	-0.3	1.7	0.4	4.0	4.5	3.0	-10.4	-3.8
CCCc1ccc(S(=O)(=O)N2CCN(C(C)C(=O)NCc3ccccc3)CC2)cc1 (centres undefined)	-3.7	-10.8	-2.0	0.3	0.0	-0.2	-3.2	1.8	-1.4	-3.1

Random draw from the library; any-hit rate near 4.2%.
